DTT redox prof: compounds producing H2O2 with reducing agent – biochemical, NIH compound library profiling, artefact control for MLSCN library redox annotation, primary screen | DTT-dependent redox cycling H2O2, phenol red/HRP absorbance; 100% = 100 µM peroxide control, 0% = buffer | activation, % at 10 µM | actives 0.03% (n = 200,000);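 active = activation of at least 50% relative to the plate's high and low controls in the primary single-dose screen; inactive = activation below 50%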;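 also: compound incubated with DTT at 0.8 mM final as the reducing agent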
RAM inhibit: inhibitors of the yeast RAM network. S. cerevisiae dse1pr::URA3 reporter, 5-FOA growth OD615, 2 d; analog-sensitive cbk1-as2 kinase mutant strain. inhibition, % at 50 µM. actives 1.8% (n = 190,000);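 active = inhibition above a set limit, 3 SD over mean compound inhibition, cut at about 8.4% in these data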;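 also: 0% = DMSO-only wells with no growth and 100% = 10 µM 1-NA-PP1 full growth; inhibition rescues growth on 5-FOA so higher OD means more RAM inhibition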
L major viab: inhibitors of Leishmania major promastigote growth; Leishmania major promastigotes, resazurin fluorescence viability; inhibition, % at 10 µM; actives 9% (n = 200,000); in the data active = inhibition above about 50%;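 also: promastigotes grown with compound for 44 hours at 28 °C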
PPARg SRC-1 ag: agonists of human PPARgamma SRC-1 coactivator recruitment; PPARgamma-SRC-1 coactivator recruitment biochemical assay; AID 631; actives 0.41% (n = 200,000); activation, % at 8 µM; in the data active = activation above about 19%;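 also: 0% = DMSO and 100% = reference agonist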
Target sequence (P37231 whole entry, looked up): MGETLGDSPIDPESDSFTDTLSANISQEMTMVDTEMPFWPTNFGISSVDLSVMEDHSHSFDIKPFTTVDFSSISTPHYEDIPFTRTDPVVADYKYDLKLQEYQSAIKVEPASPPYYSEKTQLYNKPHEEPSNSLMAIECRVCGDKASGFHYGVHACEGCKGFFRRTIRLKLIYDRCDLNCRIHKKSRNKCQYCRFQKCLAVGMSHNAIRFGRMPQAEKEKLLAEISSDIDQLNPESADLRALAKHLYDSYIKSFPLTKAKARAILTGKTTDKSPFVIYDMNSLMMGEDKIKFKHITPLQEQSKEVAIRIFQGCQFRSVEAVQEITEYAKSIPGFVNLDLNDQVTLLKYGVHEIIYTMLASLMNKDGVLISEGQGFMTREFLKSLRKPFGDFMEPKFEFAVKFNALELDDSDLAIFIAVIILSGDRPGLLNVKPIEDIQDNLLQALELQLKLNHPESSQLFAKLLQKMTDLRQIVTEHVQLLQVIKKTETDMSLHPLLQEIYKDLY
SRC2 TRFRET art: flags TR-FRET format artefacts in PPARgamma SRC-2 recruitment agonist screen; TR-FRET artefact counter-screen; hits give high values; actives 0.4% (n = 200,000); TR-FRET ratio at 8 µM; AID 1049; in the data active = TR-FRET ratio above about 2000; also: inactives centre near 1500
Efa HMGR inh: inhibitors of class II HMG-CoA reductase from Enterococcus faecalis | purified E. faecalis HMGR, NADPH absorbance 340 nm kinetic | inhibition, % at 10 µM | actives 0.41% (n = 190,000) | AID 1066;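 active = inhibition above a set limit, the median over all tested compounds plus 3 SD, cut at about 9.5% in these data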;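 also: enzyme runs in reverse so mevalonate oxidation gives rising NADPH absorbance; 0% = complete reaction with DMSO and 100% = background rate lacking mevalonate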
ROMK mod: modulates human ROMK potassium channel activity. Tet-inducible ROMK, thallium flux fluorescence; actives lie on both sides. P48048. actives 2% (n = 130,000). AID 1918. B-score at 10 µM;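 active = signal ratio slope over the read window, or its plate-corrected B-score, at least 3 SD from the plate mean, either direction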;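 also: B-score of the F/F0 ratio slope over 7 to 12 s after thallium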
S1P3 antagonist: S1P3 (human) receptor antagonism | CHO S1P3 NFAT-BLA reporter, FRET fluorescence, antagonist mode | inhibition, % at 4.98 µM | actives 0.27% (n = 170,000) | AID 485;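 active = inhibition above the plate cutoff, the mean inhibition of test wells on that plate plus 3 SD, cut at about 28% in these data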;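 also: cells challenged with S1P at its EC80 of 0.8 µM; blue over green emission ratio from cleaved BLA substrate after 4 h stimulation; 0% = S1P-stimulated wells and 100% = unstimulated DMSO-only wells; some compounds past the cut are filed as inactive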
Target sequence (Q99500 whole entry, looked up): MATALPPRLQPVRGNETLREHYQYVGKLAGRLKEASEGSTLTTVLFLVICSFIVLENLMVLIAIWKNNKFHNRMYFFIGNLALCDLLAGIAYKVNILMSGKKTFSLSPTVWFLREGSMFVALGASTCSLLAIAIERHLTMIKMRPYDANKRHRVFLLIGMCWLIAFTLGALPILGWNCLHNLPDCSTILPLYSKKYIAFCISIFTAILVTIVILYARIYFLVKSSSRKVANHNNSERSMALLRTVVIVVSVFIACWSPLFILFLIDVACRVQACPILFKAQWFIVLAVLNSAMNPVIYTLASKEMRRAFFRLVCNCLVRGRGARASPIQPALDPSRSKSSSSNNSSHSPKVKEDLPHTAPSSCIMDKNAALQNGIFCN
PPARg SRC-2 ag: promotes SRC-2 coactivator recruitment by human PPARgamma; activation, % at 8 µM; P37231; actives 0.34% (n = 200,000); PPARgamma LBD-SRC-2 recruitment, biochemical; AID 1032; in the data active = activation above about 22%;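 also: 0% = vehicle and 100% = reference agonist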
PPARg SRC3 recr: agonists of human PPARgamma SRC-3 coactivator recruitment; actives 0.26% (n = 200,000); P37231; biochemical PPARgamma/SRC-3 coactivator recruitment assay; activation, % at 8 µM; in the data active = activation above about 23%;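 also: 0% = DMSO and 100% = reference agonist; some compounds past the cut are filed as inactive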
bIAP inhibitor: blocks bovine intestinal alkaline phosphatase activity | 190,000 tested, under 10 active | inhibition, % at 20 µM | purified bovine IAP, CDP-star luminescence, 30 min;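 active = over 50% inhibition of intestinal alkaline phosphatase at 20 µM in the single-dose screen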
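test system = bovine IAP enzyme | medium = DEA buffer 100 mM, pH 9.8, with MgCl2 1.0 mM, ZnCl2 0.02 mM | detection = luminescence | dosing = single compound dose of 20 µM, 2% DMSO final | incubation = 30 min reaction at room temperature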
* marks the source's active call; other numbers are inactive results; i = inactive; . = not tested or not shown.

SMILES	DTT redox prof	RAM inhibit	L major viab	PPARg SRC-1 ag	SRC2 TRFRET art	Efa HMGR inh	ROMK mod	S1P3 antagonist	PPARg SRC-2 ag	PPARg SRC3 recr	bIAP inhibitor
CC(OC(=O)C1CCCCC1)c1nc2ccccc2[nH]1 (stereo not drawn)	-0.6	0.1	39	-5	1572	-1	-0.44	2	-1	3	12
CC(=O)OC(C(=O)n1nc(C)cc1C)c1ccccc1 (stereo not drawn)	-0.7	0.2	6	-1	1679	0	.	-10	10	1	2
COC(=O)c1cccc(S(=O)(=O)N2CCC(C)CC2)c1	0.6	0.8	-3	-4	1446	-6	.	-20	-2	-2	6
COc1cc(OC)cc(-c2ncc3ccccn23)c1	1.3	0.4	14	0	1410	-2	0.0068	.	-8	-3	.
Cn1c(SCC(=O)NCC2CCCO2)nnc1-c1ccc(S(=O)(=O)N2CCCC2)cc1 (stereo not drawn)	-3.1	1.3	4	7	1608	-1	0.032	10	-5	1	2
Nc1ccc(Sc2ccc([N+](=O)[O-])cc2)cc1	-0.3	2.5	12	-10	1525	-6	-1.1	17	-1	2	36
COc1cc(/C=C2\SC(=O)NC2=O)ccc1Oc1ccc([N+](=O)[O-])cc1[N+](=O)[O-]	4.9	5.2	44	1	1491	1	2	-11	-2	0	8
Cc1ccc(NC(=O)COc2ccccc2CNC(C)(C)CC(C)(C)C)cc1	-0.2	0.1	100*	9	1449	-1	-3.6*	.	2	-1	i
O=C(CSCc1c(Cl)cccc1Cl)NCc1ccco1	1.5	1.0	-3	-7	1441	0	-0.015	.	3	6	-3
COc1ccc(NC(=O)C(NC(C)=O)C(=O)NCc2ccccc2Cl)cc1 (stereo not drawn)	1.6	3.1	-1	2	1463	-9	.	.	-3	-3	4
NS(=O)(=O)c1cccc(NC(=S)NCc2ccc3c(c2)OCO3)c1	0.0	3.4	6	-1	1600	7	0.74	0	2	0	5
O=C(NN=C1CCCCCC1)c1c[nH]c2ccccc12	0.0	3.2	-9	2	1684	3	0.4	-7	5	4	-8
CCCC/C(C)=N/NC(=O)NC1CCCCC1	0.0	3.2	-7	8	1560	-2	.	13	0	1	15
Cc1cc(C)cc(NC(=O)CN2CCN(CCN=CC3=C(O)CC(c4ccc(Cl)cc4)CC3=O)CC2)c1 (stereo not drawn)	0.7	1.2	-3	8	1651	-4	0.12	-13	1	5	-1
CS(=O)(=O)N(CC(=O)Nc1ccccc1-c1ccccc1)c1cccc(F)c1	-0.4	1.4	30	5	1740	-3	0.095	-1	7	1	-6
O=C(NCCOCc1ccc(Cl)cc1)c1ncn[nH]1	-0.4	1.4	24	2	1424	-3	.	7	-12	-3	8
Cc1ccc(NC(=O)c2ccccc2N(C)S(C)(=O)=O)cc1C	0.1	0.0	-1	0	1624	2	0.16	.	8	-2	0
Cc1ccc2nc(N3CCN(S(=O)(=O)c4ccc5c(c4)OCCO5)CC3)c(C#N)cc2c1	2.1	4.7	6	31*	3423*	-8	.	.	22*	45*	-7
COc1ccc(OCCCC(=O)Nc2nc(C)c(C(C)=O)s2)cc1	-0.7	4.3	-2	1	1427	-2	0.59	-20	2	3	-3
Cc1nc2cc(C(F)(F)F)ccc2n1C1CCN(CC(=O)N2CCCC2)CC1	-0.8	1.0	-7	-3	1606	-7	0.023	-26	7	6	-10
O=C(Nc1cccc(C(=O)O)c1)/C(=C\c1ccc2c(c1)OCO2)NC(=O)c1ccccc1	-0.3	5.4	3	-6	1512	-1	-0.73	-4	1	2	4
CC1(C)CC(=O)C(C=NCc2cccnc2)=C(O)C1	-3.5	1.3	-7	0	1661	5	0.35	-9	8	1	5
O=C(/C=C/c1ccncc1)c1ccc2c(c1)OCCO2	-0.1	2.8	100*	-1	1585	0	-2.7*	-1	-1	6	-6
CN(Cc1ccccc1)C(=O)COC(=O)/C=C/c1ccco1	-0.3	1.4	-7	6	1558	-2	-0.14	11	1	-1	-5
COc1ccc(CN2CCNC(=O)C2CC(=O)NCc2cn3ccc(C)cc3n2)c(OC)c1 (stereo not drawn)	-0.9	1.9	-3	4	1483	1	.	-10	-4	3	-10
(list continues)
SMILES	DTT redox prof	RAM inhibit	L major viab	PPARg SRC-1 ag	SRC2 TRFRET art	Efa HMGR inh	ROMK mod	S1P3 antagonist	PPARg SRC-2 ag	PPARg SRC3 recr	bIAP inhibitor
CN(C)C(=S)N=Nc1[nH]c2ccccc2c1O	0.0	1.0	97*	9	1784	8	-0.18	6	8	4	19
O=C(CSc1ccc2nnc(-c3ccccn3)n2n1)Nc1nccs1	-1.2	1.6	-5	11	1612	4	-0.74	-4	5	6	2
O=C(Nc1ccn(Cc2c(F)c(F)cc(F)c2F)n1)c1ccc(COc2ccc(Cl)cc2Cl)o1	0.4	3.5	11	-5	1483	-3	-0.027	.	-3	-11	36
COCCCN=C1NN=C(c2cc(C)n(-c3ccccc3)c2C)CS1	-0.1	2.8	-2	-5	1580	-4	-0.024	-9	16	-3	7
CCOC(=O)C(CCCOc1cccc(OC)c1)C(=O)OCC	-0.4	-0.7	-7	4	1456	-3	.	-1	4	4	2
Cn1c(SCC(=O)NCc2ccc3c(c2)OCO3)nc2scc(-c3cccs3)c2c1=O	0.3	3.2	-5	5	1702	1	.	-49	2	1	6
COc1ccc(Cn2c(S(=O)(=O)CC(N)=O)nc3ccccc32)cc1[N+](=O)[O-]	0.3	2.7	4	-1	1659	2	0.31	9	-4	2	-32
Cc1cccc(N(Cc2cc3ccccc3[nH]c2=O)S(C)(=O)=O)c1	0.1	0.9	-1	0	1595	-4	0.19	2	2	-1	-2
CCOC(=O)C1CCN(S(=O)(=O)Cc2ccccc2)CC1	0.5	1.1	-4	10	1524	-10	-0.14	22	11	1	-2
Cc1ccccc1NC(=O)c1ccc2c(c1)C(=O)N(CCC(C)C)C2=O	0.1	3.3	-4	0	1662	-3	0.075	.	5	-1	14
CCOC(=O)C1CCN(C(=O)c2sc3nc(C)nc(N4CCC(C)CC4)c3c2C)CC1	-7.7	-0.2	8	9	1457	5	.	.	8	6	14
O=c1cc(O)c2c(=O)n(C3CCCCC3)c3ccccc3c2o1	-1.5	2.0	13	4	1510	-1	.	.	-4	8	-10
CCCCCOC(=O)CSc1n[nH]c(=O)[nH]c1=O	0.0	2.7	-4	-1	1579	-1	0.47	.	-2	10	6
O=C(Nc1ccc(N2CCOCC2)cc1)c1cccc(S(=O)(=O)N2CCC(Cc3ccccc3)CC2)c1	2.2	4.6	-4	-1	1606	4	.	.	2	0	16
N#Cc1ccccc1NC(=O)CSc1nnc(-c2ccccc2)n1-c1ccccc1	2.5	4.0	5	-2	1505	1	.	-27	3	-3	9
Clc1ccc2nc(N3CCCCC3)sc2c1	1.2	-0.9	-4	5	1615	1	.	-41	1	0	12
COC(=O)c1ccc(S(=O)(=O)N2C3CCC2CC(NC(=O)NC2CCCCC2)C3)cc1 (stereo not drawn)	1.2	0.7	0	2	1304	4	.	.	0	-9	-39
CCCCOC(=O)Nc1nnc(SCCOc2ccc(C)cc2)s1	0.5	3.6	-7	-7	1711	-1	.	-2	0	1	26
c1ccc(Cn2nnnc2C(c2cccs2)N2CCc3ccccc3C2)cc1 (stereo not drawn)	2.8	1.8	51*	-10	1341	1	.	24	-1	-1	27
CN(C)CCNC(=O)C(=O)c1c(-c2ccccc2)cc2ccccn12	-1.5	1.0	-4	5	1560	-13	0.17	5	5	1	4
CN(Cc1ccc(F)cc1)Cc1nc(-c2cnccn2)no1	-1.5	2.7	-6	11	1553	-4	0.65	-1	-5	-2	0
CCOC(=O)C(C)N1C(=O)S/C(=C/c2cc(C)n(-c3ccncc3)c2C)C1=O (stereo not drawn)	-0.1	1.3	34	0	1495	6	-0.074	4	-4	1	-18
Cc1ccccc1OCC(=O)OC(C)CN1CCN(C)CC1 (stereo not drawn)	2.1	-0.8	-9	-4	1493	-1	.	-21	8	1	6
[O-]/C(=C(\C(=S)Nc1cccc2ccccc12)[n+]1ccccc1)c1ccc2c(c1)OCCO2	2.1	2.3	16	4	1596	-2	-0.53	.	11	3	-5
COc1ccc(C(=O)N/C(=C\c2cccc([N+](=O)[O-])c2)C(=O)Nc2cccc(C(=O)O)c2)cc1	-0.6	6.5	-4	1	1573	-5	-0.13	8	6	10	12
Further results
SMILES	DTT redox prof	RAM inhibit	L major viab	PPARg SRC-1 ag	SRC2 TRFRET art	Efa HMGR inh	ROMK mod	S1P3 antagonist	PPARg SRC-2 ag	PPARg SRC3 recr	bIAP inhibitor
Fc1ccc(COc2ccc3ccccc3c2CNc2nn[nH]n2)cc1	-0.1	3.5	0	-2	1523	0	-0.087	-5	-6	-7	-5
O=C(O)CCCC(=O)NCc1ccccn1	2.5	1.2	-4	-9	1402	-2	-0.021	7	0	-1	2
CN1CCc2nc(NC(=O)COc3ccc4ccccc4c3)sc2C1	-0.4	1.6	40	7	1620	2	-1.8	-15	1	-1	-10
CCOC(=O)C1=C(CP(=O)(c2ccccc2)c2ccccc2)NC(=O)NC1c1ccc(OC)cc1 (stereo not drawn)	0.6	-0.8	-4	-3	1452	-3	.	-9	9	4	10
O=C(c1ccc(S(=O)(=O)N2CCOCC2)cc1)N1CCc2ccccc2C1	-0.2	0.2	-5	5	1583	-3	-0.011	9	12	8	-8
Cc1cc(C)cc(NC(=O)C(OC(=O)c2ccc([N+](=O)[O-])o2)c2ccccc2)c1 (stereo not drawn)	-0.7	2.8	2	6	1694	-1	-0.31	-2	-6	1	-4
COc1ccc(-n2c(C)nc3cc(C(=O)NCCN4CCOCC4)ccc32)cc1	2.1	2.3	-6	6	1611	0	0.06	.	7	3	-2
COc1ccc(C(=O)Nc2ccc(Cl)cc2C(=O)NCCN2CCOCC2)cc1	3.6	1.1	6	6	1634	2	.	.	2	7	4
COc1ccc(S(=O)(=O)N(C)C)cc1NC(C)C(=O)Nc1cccc(C#N)c1 (stereo not drawn)	0.1	1.8	8	-1	1386	0	0.52	-13	-2	3	-10
Cc1ccc(NC(=O)C(C)c2cccc(C(=O)c3ccccc3)c2)cc1O (stereo not drawn)	-0.6	8.8*	4	-1	1600	-1	-1.7	5	4	-2	-12
CCOC(=O)C1=C(O)C(Nc2nc3ccccc3s2)(C(F)(F)F)N=C1C (stereo not drawn)	1.2	0.1	10	8	1666	1	.	.	1	14	5

Arranged by value in PPARg SRC-2 ag (smallest number first): three from the list above.
canonical_smiles	DTT redox prof	RAM inhibit	PPARg SRC-1 ag	Efa HMGR inh	ROMK mod	S1P3 antagonist	PPARg SRC-2 ag	PPARg SRC3 recr	bIAP inhibitor
Fc1ccc(COc2ccc3ccccc3c2CNc2nn[nH]n2)cc1	-0.1	3.5	-2	0	-0.087	-5	-6	-7	-5
CN1CCc2nc(NC(=O)COc3ccc4ccccc4c3)sc2C1	-0.4	1.6	7	2	-1.8	-15	1	-1	-10
COc1ccc(C(=O)Nc2ccc(Cl)cc2C(=O)NCCN2CCOCC2)cc1	3.6	1.1	6	2	.	.	2	7	4
